# RAD52 inh: inhibitors of human RAD52 DNA annealing | P43351 | recombinant RAD52 DNA annealing, FRET fluorescence | inhibition, % at 18.7 µM | 0.46% of 360,000 active;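 active = every replicate showing at least 50% inhibition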
# PglD inh: PglD (C. jejuni) enzyme inhibition; purified PglD enzyme, DTNB colorimetric CoA detection; inhibition, % at 12.5 µM; 0.098% of 360,000 active; AID 602405; in the data active = inhibition above about 16%, passing the limit was not always enough; also: strong numbers were not always called active
# esBAF inh: inhibitors of esBAF chromatin remodeling in mouse ES cells; Bmi1-luciferase knock-in reporter, 24 h; 100% = twice the neutral-well signal; AID 602393; 2% of 350,000 active; reporter increase, % at 12.5 µM; in the data active = activation above about 40%;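 also: 0% = median of the plate's neutral control wells and 100% = double that signal; a rise in the Bmi1 reporter signal indicates esBAF inhibition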
# ARNT TACC3 PPI: ARNT/TACC3 interaction disruption. Q9Y6A5. AlphaScreen His-ARNT PAS-B/GST-TACC3 binding, luminescence; TACC3 fragment carries E629A point mutation. inhibition, % at 9.99 µM. 0.66% of 390,000 active. AID 623870;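 active = mean inhibition of replicates at least 50% and at least half of replicates each reaching 50%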;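 also: 0% = complete ARNT plus TACC3 wells and 100% = ARNT alone without TACC3; many hits fall short of the cut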
# RAD54 inh: blocks human RAD54 Holliday junction branch migration; FAM/BHQ fluorescence; inhibition, % at 10.4 µM; 0.14% of 360,000 active; AID 602329;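 active = mean normalized replicate activity at least 40 and at least half of replicates scoring 40 or more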;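 also: 0% = median of neutral control wells and 100% = median of positive control wells; inhibitors cause a drop in the FAM fluorescence signal; in these data hits start at about 50%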
# E-selectin induc: E-selectin induction on HUVECs. AID 686992. 0.37% of 260,000 active. activation, % at 7.58 µM. HUVEC E-selectin immunofluorescence imaging; normalized: neutral wells 0, TNF-alpha wells 100. P16581;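 active = mean E-selectin-positive cell signal at least 10% of the positive control, reached in at least 60% of replicates, without over 20% cell loss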;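 also: in these data hits start at about 27%; measured in HUVEC primary endothelial cells; signal is the percent of cells scored E-selectin positive by PE staining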
# Target sequence (P16581 whole entry, looked up): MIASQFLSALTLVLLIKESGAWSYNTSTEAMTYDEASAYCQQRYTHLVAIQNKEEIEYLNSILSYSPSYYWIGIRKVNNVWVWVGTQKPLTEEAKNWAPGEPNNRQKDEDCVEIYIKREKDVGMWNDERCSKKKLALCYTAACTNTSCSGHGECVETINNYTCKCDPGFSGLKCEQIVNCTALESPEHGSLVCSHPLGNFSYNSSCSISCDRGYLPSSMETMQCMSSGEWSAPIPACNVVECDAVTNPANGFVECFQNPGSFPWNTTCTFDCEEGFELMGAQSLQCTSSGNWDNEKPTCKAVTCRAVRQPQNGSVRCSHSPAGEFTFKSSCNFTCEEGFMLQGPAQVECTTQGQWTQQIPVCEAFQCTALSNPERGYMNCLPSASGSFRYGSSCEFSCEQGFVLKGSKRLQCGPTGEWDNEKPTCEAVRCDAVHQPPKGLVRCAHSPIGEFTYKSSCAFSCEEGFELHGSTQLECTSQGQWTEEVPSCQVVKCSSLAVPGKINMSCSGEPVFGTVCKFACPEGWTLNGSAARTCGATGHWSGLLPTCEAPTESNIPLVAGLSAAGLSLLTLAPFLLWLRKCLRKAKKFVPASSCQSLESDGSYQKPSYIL
#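 System: HUVEC, human umbilical vein endothelial cells; quantity: 3,000 cells/well; buffer or medium: EGM-2 medium, gelatin-coated wells; dosing: single-point compound dose; detection: immunofluorescence imaging; evaluation: % PE-positive cells; benchmarks: TNF-alpha, DMSO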
# ERp5 block: inhibitors of human ERp5. ERp5 insulin aggregation, absorbance 650 nm, 90 min. Q15084. 0.05% of 350,000 active. inhibition, % at 9.99 µM;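 active = mean replicate inhibition above about 25%, with every replicate also reaching it, limit read from the data, passing the limit was not always enough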
# Casp6 inh: caspase-6 (human) enzyme inhibition; purified caspase-6, Z-VEID-R110 cleavage fluorescence; inhibition, % at 12.5 µM; 0.53% of 350,000 active;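 active = mean inhibition across replicates at least about 35%, with every replicate also reaching that limit, limit read from the data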;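 also: 0% = median of neutral control wells and 100% = no fluorescence left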
# Target sequence (P55212 24-179 limits assumed): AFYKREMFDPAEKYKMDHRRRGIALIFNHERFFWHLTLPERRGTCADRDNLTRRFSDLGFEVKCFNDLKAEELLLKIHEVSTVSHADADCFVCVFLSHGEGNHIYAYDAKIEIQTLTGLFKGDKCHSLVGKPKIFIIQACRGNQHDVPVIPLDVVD
# Target sequence (P55212 194-293 limits assumed): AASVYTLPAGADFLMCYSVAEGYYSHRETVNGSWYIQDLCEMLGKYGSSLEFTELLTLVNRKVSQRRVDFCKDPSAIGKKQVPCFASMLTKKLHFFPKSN
# * hit, by the source's call; · = no result given.
Molecule	RAD52 inh	PglD inh	esBAF inh	ARNT TACC3 PPI	RAD54 inh	E-selectin induc	ERp5 block	Casp6 inh
CCCn1c(SCC(=O)NC(C)c2ccccc2)n[nH]c1=O (stereo unspecified)	-7	3	-3	-4	5	0.5	-10	3
CN1CCN(C(=O)[C@@H]2[C@@H](CO)[C@@H]3Cn4c(cccc4=O)[C@@H]3N2Cc2cc(F)ccc2F)CC1	4	-3	1	-6	-2	-0.3	3	-2
C=CCN(CC=C)S(=O)(=O)c1ccc(NC(=S)NC(=O)/C=C/c2ccc(C)cc2)cc1	·	9	-1	-3	8	·	·	·
CSCc1cc(N(C)c2ccccc2)nc(-c2ccccc2)n1	-23	4	-1	-7	13	-0.5	3	20
COc1cccc(S(=O)(=O)N(C)C[C@@H]2Oc3cc(C#CCC(C)C)ccc3S(=O)(=O)N([C@H](C)CO)C[C@@H]2C)c1	-11	1	-1	-5	-7	0.3	1	1
CC1CCCCN1CCCNC(=O)c1ccc2c(c1)NC(=O)CN2C (stereo unspecified)	33	0	-6	·	7	-0.1	4	-34
CCC(C)N1CCN(C(=O)C2CCN(S(=O)(=O)c3c(C)noc3/C=C/c3ccco3)CC2)CC1 (stereo unspecified)	-3	-2	-2	34	-5	0.2	2	-5
O=C(O)c1cccc(S(=O)(=O)N2CCCC(c3nc4c(nnn4Cc4ccccc4Cl)c(=O)[nH]3)C2)c1 (stereo unspecified)	-7	-2	2	-3	4	·	3	1
CCOCCCNC(=O)CN1CCN(Cc2ccc(Cl)cc2)C1=O	-12	-3	4	5	-6	-0.1	1	-2
CO[C@H]1CN(C)C(=O)c2cc(NC(=O)c3cc(C)on3)ccc2OC[C@@H](C)NC[C@@H]1C	-19	0	-6	0	-1	0.7	-3	·
CCC(=O)NC(=S)Nc1ccc(NC(=O)c2ccc([N+](=O)[O-])cc2Cl)cc1	-17	3	-3	0	6	-1.9	-2	-1
COc1ccc(C2C(=O)c3ccccc3C2=O)cc1OC	-1	·	9	-2	·	·	0	3
C[C@@H]1CN([C@H](C)CO)C(=O)Cc2cc(NC(=O)Cc3cn(C)c4ccccc34)ccc2O[C@@H]1CN(C)Cc1ccc(C(=O)O)cc1	-13	1	-1	-4	22	-0.9	-2	-2
O=C(COc1ccc(Cl)cc1)Nc1nc(-c2cccs2)cs1	·	-7	-1	-6	-5	·	·	·
Cn1nccc1C(=O)N1CCCC(Nc2ccc(F)cc2)C1 (stereo unspecified)	-5	7	-1	-25	2	2.2	0	-5
Cc1nn(Cc2cccc(C(=O)Nc3ccn(Cc4ccccc4)n3)c2)c(C)c1[N+](=O)[O-]	-11	·	·	-1	·	·	-7	-2
Cc1ccccc1NC(=O)CSc1nnc(-c2ccco2)n1N	-13	6	4	-3	-3	0.5	-10	8
CCCCn1c(-c2cccs2)nc2oc3ccccc3c(=O)c2c1=O	-12	·	·	-5	·	·	1	-4
COc1cc(C2Nc3cccc4cccc(c34)N2)ccc1O	-2	-7	-5	4	-5	·	4	3
COc1ccccc1N1CCN(C(=O)c2ccc(CS(=O)(=O)c3ccccc3OC)o2)CC1	·	8	-7	27	-5	·	·	·
CCOC(=O)c1c(/N=C/c2cccc([N+](=O)[O-])c2O)sc2c1CCC2	-17	-3	·	3	2	·	14	6
COc1ccc(-n2cccc2/C=C2\C(=N)N3N=C(c4ccco4)SC3=NC2=O)cc1	-133	·	·	·	·	0.4	-1	7
CC=Cc1ccc2n(c1=O)C[C@H]1[C@H](CO)[C@@H](C(=O)N[C@@H](C)c3ccccc3)[C@@H]2N1Cc1cccnc1 (mixture of isomers)	-5	-3	-1	·	5	-0.4	·	·
COc1cc(/C=N/NC(=O)c2nnn(-c3nonc3N)c2C(C)C)ccc1O	0	1	2	6	-1	·	·	1
CCOc1ccc(C(=O)NC(C(=O)NCCc2ccc(S(N)(=O)=O)cc2)C(C)C)cc1 (stereo unspecified)	1	-2	1	0	-6	·	2	1

# Part of the list above, with two lines to a compound:
# Below each SMILES – RAD52 inh	PglD inh	esBAF inh	ARNT TACC3 PPI	RAD54 inh	E-selectin induc	ERp5 block	Casp6 inh
- Cc1ccccc1NC(=O)CSc1nnc(-c2ccco2)n1N
 : -13	6	4	-3	-3	0.5	-10	8
- CCCCn1c(-c2cccs2)nc2oc3ccccc3c(=O)c2c1=O
 : -12	·	·	-5	·	·	1	-4
- COc1cc(C2Nc3cccc4cccc(c34)N2)ccc1O
 : -2	-7	-5	4	-5	·	4	3
- COc1ccccc1N1CCN(C(=O)c2ccc(CS(=O)(=O)c3ccccc3OC)o2)CC1
 : ·	8	-7	27	-5	·	·	·
- CCOC(=O)c1c(/N=C/c2cccc([N+](=O)[O-])c2O)sc2c1CCC2
 : -17	-3	·	3	2	·	14	6
- COc1ccc(-n2cccc2/C=C2\C(=N)N3N=C(c4ccco4)SC3=NC2=O)cc1
 : -133	·	·	·	·	0.4	-1	7
- CC=Cc1ccc2n(c1=O)C[C@H]1[C@H](CO)[C@@H](C(=O)N[C@@H](C)c3ccccc3)[C@@H]2N1Cc1cccnc1 (mixture of isomers)
 : -5	-3	-1	·	5	-0.4	·	·
- COc1cc(/C=N/NC(=O)c2nnn(-c3nonc3N)c2C(C)C)ccc1O
 : 0	1	2	6	-1	·	·	1
- CCOc1ccc(C(=O)NC(C(=O)NCCc2ccc(S(N)(=O)=O)cc2)C(C)C)cc1 (stereo unspecified)
 : 1	-2	1	0	-6	·	2	1

# Continuation.
Molecule	RAD52 inh	PglD inh	esBAF inh	ARNT TACC3 PPI	RAD54 inh	E-selectin induc	ERp5 block	Casp6 inh
O=C(Nc1ccc(S(=O)(=O)Nc2ncccn2)cc1)c1ccc(S(=O)(=O)N2CCCC2)cc1	-98	·	·	-2	·	·	-3	1
CN(C)CC(=O)N1[C@@H](CO)[C@@H](c2ccccc2)C12CN(C(=O)C1CCCC1)C2	-5	·	·	·	·	-0.1	8	0
COc1ccc2c(=O)c(N3C(=O)c4ccccc4C3=O)coc2c1	·	2	-2	-4	-2	-1.6	·	·
COc1ccccc1NC(=O)c1cc(Cl)nnc1Cl	3	-6	-1	16	3	2.0	0	4
COCCNC(=O)C[C@H]1C[C@@H]2c3cc(NS(=O)(=O)c4ccc(F)cc4)ccc3O[C@@H]2[C@H](CO)O1	·	7	-4	-6	-3	0.0	·	·
N#CCCN(C(=O)c1cc2c(s1)-c1ccccc1S(=O)(=O)C2)c1ccccc1	3	·	-4	9	·	0.8	3	4
Cc1ccc2nc(SCC(=O)Nc3nnc(SCC(N)=O)s3)[nH]c2c1	·	-2	2	2	11	·	·	·
Nc1ccc(C(=O)n2c3ccccc3c3ccccc32)cc1	·	-5	-39	-3	-7	·	·	·
CS(=O)(=O)c1ccc(C(=O)OCC(=O)N2CCCc3ccccc32)cc1	7	1	-1	5	0	0.4	14	2
O=C(COc1ccc(-n2cnnn2)cc1)Nc1ccc(Br)cc1F	-12	3	12	5	3	·	-4	0
CCNC(=O)C[C@H]1CC[C@H]2[C@@H](COC[C@H](O)CN2C(=O)c2cccnc2)O1	-37	-2	0	7	1	0.0	24	-2
C/C(=N/NC(=O)CNS(=O)(=O)c1ccccc1)c1ccc(Br)cc1	-4	0	22	9	14	·	5	-1
COc1ccccc1CNC(=O)c1ccc(NS(C)(=O)=O)cc1	·	0	0	17	0	·	·	·
COCC(C)NC(=O)CSc1nc2ccccc2n1CCc1ccccc1 (stereo unspecified)	-7	-7	-3	·	-11	0.1	-6	1
O=C1C=C(NS(=O)(=O)c2ccccc2)C(=O)c2ccccc21	-8	-10	9	3	-6	0.0	2	10
O=S(=O)(/N=C(/Nc1ccc(F)cc1F)c1ccccc1)c1ccccc1	·	-4	-5	-9	1	·	·	·
CCc1csc(N2[C@H](CNCCOC)[C@H](c3ccccc3)[C@@H]2CO)n1	·	-2	4	2	0	0.1	·	·
CC1C(=O)N(Cc2cn(Cc3ccco3)nn2)CCS(=O)(=O)N1Cc1ccc(-c2ccc(F)nc2)cc1 (stereo unspecified)	-11	-5	5	·	-1	-0.2	-4	24
Cc1cc(S(=O)(=O)N2CCN(c3ncccn3)CC2)ccc1-n1cnnn1	·	0	-2	-2	2	·	·	·
COc1ccccc1NC(=O)c1nnn(CC(=O)Nc2cccc(SC)c2)c1N	·	-3	4	-5	-1	·	·	·
CCCCN(CC)CCCNC(=O)c1cc2c(=O)[nH]c3ccccc3c2s1	16	-5	-4	12	39	·	1	-11
CCCCNC(=O)C1(C)CCCCN1C(=O)c1ccc(F)cc1Cl (stereo unspecified)	-5	-3	4	·	3	·	-8	1
CO[C@H]1CC[C@H]2CCOc3c(C#N)cccc3C(=O)N(C)CCCC(=O)N(C)C[C@H]1O2	3	1	-4	-2	-12	0.0	-1	-1
COc1ccc(N2C(=O)CCC(C(=O)N3CCN(c4ccccn4)CC3)C2c2ccc(F)cc2)cc1 (stereo unspecified)	-5	-2	-5	-1	-3	0.0	4	-2
CCOC(=O)c1cc(C(=O)NN)c(=O)[nH]c1C	6	1	17	-6	2	3.0	2	-4

# Part of the list above, as labelled records.
> Cc1cc(S(=O)(=O)N2CCN(c3ncccn3)CC2)ccc1-n1cnnn1
- RAD52 inh: ·
- PglD inh: 0
- esBAF inh: -2
- ARNT TACC3 PPI: -2
- RAD54 inh: 2
- E-selectin induc: ·
- ERp5 block: ·
- Casp6 inh: ·
> COc1ccccc1NC(=O)c1nnn(CC(=O)Nc2cccc(SC)c2)c1N
- RAD52 inh: ·
- PglD inh: -3
- esBAF inh: 4
- ARNT TACC3 PPI: -5
- RAD54 inh: -1
- E-selectin induc: ·
- ERp5 block: ·
- Casp6 inh: ·

# New compounds follow
compound	RAD52 inh	PglD inh	esBAF inh	ARNT TACC3 PPI	RAD54 inh	E-selectin induc	ERp5 block	Casp6 inh
CCCCC1=CC2=C(c3ccco3)C(=O)C(C)(OC(=O)c3ccc(OC)cc3)C(=O)C2=CN1CC(C)C (stereo unspecified)	-10	-2	-4	13	-8	0.5	5	·
COc1ccccc1C(=O)Nc1ccc2c(c1)OC[C@@H](C)NC[C@@H](C)[C@@H](OC)CN(C)C2=O	-11	0	-5	-5	4	0.1	3	0
COCCn1c(CN2CC(C)CC(C)C2)nc2c1c(=O)n(C)c(=O)n2C (stereo unspecified)	-7	3	-1	14	-3	-0.5	2	0
C[C@@H]1CN([C@H](C)CO)C(=O)Cc2cc(NS(=O)(=O)c3ccc(Cl)cc3)ccc2O[C@H]1CN(C)S(C)(=O)=O	-3	-3	-2	-6	-3	-11	-9	0
CCNC(=O)Nc1ccc2c(c1)C(=O)N(C)[C@H]1CC[C@H](CC(=O)Nc3ccccc3)O[C@H]1CO2	6	1	-2	0	-8	0.0	1	-1
O=C(NN1C(=O)NC2(CCCCC2)C1=O)c1ccc(Cl)s1	-16	-4	-3	2	3	-1.6	-2	3
CCC(=O)N(CC)C[C@@H]1[C@@H](c2ccccc2)[C@H](CO)N1C(C)=O	12	0	1	-8	-2	10.0	4	2
COc1ccc(-c2sc3cc(OC)ccc3c2-c2ccc(OCCN3CCCCC3)cc2)cc1	-10	·	·	·	·	0.3	4	-7
CCN(CC)CCCNC(=O)CCc1c(C)n(CC)c2cc(-c3ccccc3OC)nn2c1=O	-4	-1	-2	2	-3	-0.1	-3	-6
Nc1nc2ncccc2cc1C(=O)NC1CC1	12	·	·	·	·	0.1	4	-1
CCOc1ccccc1CN1C(=O)C2(OCCO2)c2ccccc21	-2	-3	-4	3	-1	0.1	-1	0
COc1ccc(S(=O)(=O)N2CCc3ccccc32)cc1C(=O)OCc1nnc(-c2ccccc2)o1	·	-1	2	1	-3	·	·	·
